p53ts 39C kill: cytotoxicity in p53ts cells at nonpermissive temperature; H1299-p53A138V viability at 39C, ATP luminescence, 24 h; Potency, µM (titrated, usually from 46.1 µM), for the others: top-dose activity change, negative = cell killing, hits mostly cytotoxic; 1.5% of 130,000 active; AID 902; also: nearly all actives have a fitted effect of over 55% in size
IkB sig inh: suppresses IkB signaling in ABC-DLBCL reporter cells; 0.04% of 110,000 active; Potency, µM (doses to about 57.1 µM), inactives show at the top dose IkBa stabilization activation; ABC-DLBCL IkBa-CBG/CBR dual luciferase ratio, 4 h; response scale: scaled: untreated 0%, proteasome inhibitor 100%; active = well fitted curve in the direction sought with a large enough effect in the signal ratio, not every such curve was filed as active; inconclusive = small, poorly fitted or top-dose-only effect, or a change in a side signal; the % refers to the signal ratio;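 also: the direction sought is a rising ratio; 0% = basal untreated cells and 100% = reference inhibitor full response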
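Curves were fitted separately to fusion (green), unfused (red) and ratio luminescence, then classed by r2, magnitude and activity. Cells: OCI-Ly3, 4 h compound plus doxycycline at 37C; 10 uM MG-132 defined full response.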
p53ts 32C kill: kills p53ts cells at the permissive temperature; H1299-p53A138V at 32C, ATP luminescence viability, 24 h; Potency, µM (titrated, usually from 46.1 µM), inactives show at the highest dose activity change, negative = cytotoxicity, most hits filed as cytotoxic; 0.93% of 130,000 active; AID 924;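 also: 0% = DMSO and -100% = full killing by reference compound; nearly all actives have a fitted effect of over 55% in size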
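Viability by ATPlite luminescence after 24 h compound treatment (up to 46 uM) at the permissive 32C. Cells are H1299 carrying p53 A138V. Scale runs from DMSO basal to 100 uM tamoxifen as full kill; AC50 from Hill fits.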
Peg3 imprint: genomic imprint erasure induction; mouse ES Peg3-LacZ reporter, beta-gal luminescence, 40 h; 0.02% of 110,000 active; AID 1948; Potency, µM (titrated, usually from 60.7 µM), for inactives: top-dose activity change, positive = activation, usual class: activators;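 also: 0% = negative control wells on the plate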
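Imprint erasure is scored as LacZ activity from the silenced maternal Peg3 allele in feeder-free female ES cells cultured 40 h with LIF. Luminescence is normalized to in-plate negative controls and fitted to the Hill equation.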
The depositor's hits bear a star; [ ] = another dose, or the depositor's remark. Unless noted, calls follow the shape of the dose curve; as a rule, active = well fitted curve in the direction sought with a large enough effect; inconclusive = small, poorly fitted or top-dose-only effect, or another doubt; inactive = no such curve, though single readings can be large; an effect the other way counts as inactive or inconclusive. Unless noted, % is scaled to controls: 0 for no effect and ±100 for the full control effect; potency is read from the fitted curve at half-maximal effect. Random draw from the library; any-hit rate near 1.7%.

What do the screens show for `O=C(NCC(c1cccs1)S(=O)(=O)c1cccs1)c1ccc(C(F)(F)F)cc1` (configuration not stated)?
p53ts 39C kill: -23.9%; IkB sig inh: inconclusive; p53ts 32C kill: -15.8%; Peg3 imprint: -8.2%[10.9 µM]

What do the screens show for `CCn1c(=O)c(C(=O)NCc2cccnc2)c(O)c2ccccc21`?
p53ts 39C kill: -14.9%; IkB sig inh: 2.2%; p53ts 32C kill: 13.9%; Peg3 imprint: -0.2%

What do the screens show for `CCC(=O)Nc1ccc(NC(=O)c2c(C)nc3ccccn23)cc1`?
p53ts 39C kill: -6.6%; IkB sig inh: -2.9%; p53ts 32C kill: -6.8%; Peg3 imprint: -9.5%

What do the screens show for `CN(C)CCCn1cc(C2=C(c3c[nH]c4ccccc34)C(=O)NC2=O)c2ccccc21`?
p53ts 39C kill: inconclusive; IkB sig inh: inconclusive; p53ts 32C kill: -12.7%; Peg3 imprint: -29.1%

Results for Cc1cc(=O)[nH]c(SCc2nc3ccccc3n2Cc2ccccc2)n1 ?
p53ts 39C kill: -19.6%; IkB sig inh: -0.1%; p53ts 32C kill: -4.7%; Peg3 imprint: -9.2%

Results for N=c1c2c(n(Cc3ccc(F)cc3)c3c1CCC3)CCC2 ?
p53ts 39C kill: 15.8%; IkB sig inh: 3.0%; p53ts 32C kill: -2.4%; Peg3 imprint: -17.4%

Results for O=C(Nc1ccc2nc(SCc3ccccc3)sc2c1)c1ccccc1F ?
p53ts 39C kill: -23.9%; IkB sig inh: -0.3%; p53ts 32C kill: -5.8%; Peg3 imprint: -10.9%[10.9 µM]

Results for CC(C)N1C(=O)CCC1C(=O)NC1CCCC1 (configuration not stated) ?
p53ts 39C kill: -1.8%; IkB sig inh: -0.5%; p53ts 32C kill: 0.4%; Peg3 imprint: -2.6%

How did O=C(/C=C\Nc1cccc(F)c1)c1ccc2c(c1)OCO2 do in these assays?
p53ts 39C kill: 10µM*; IkB sig inh: inconclusive; p53ts 32C kill: 3.98µM*; Peg3 imprint: -83.3%[inhibitor]

What do the screens show for `CC(C)C1N(C(=O)CN2CCCC2)CCN1S(=O)(=O)c1ccccc1` (configuration not stated)?
p53ts 39C kill: 0.7%; p53ts 32C kill: 9.3%

How did Cc1ccc(CSC2=Nc3ccccc3C3=NC(CCC(=O)N4CCN(c5ccccc5)CC4)C(=O)N23)cc1 (configuration not stated) do in these assays?
p53ts 39C kill: -26.7%; IkB sig inh: inconclusive; p53ts 32C kill: -8.3%; Peg3 imprint: -12.2%[10.9 µM]

What do the screens show for `C[C@@H](C(=O)Nc1ccc2ccccc2c1)[C@H]1C[C@]1(C)[C@H](NC(=O)c1ccccc1)c1ccccc1`?
p53ts 39C kill: -14.1%; p53ts 32C kill: -5.0%; Peg3 imprint: -18.0%

How did COC(=O)NC(c1cccc(F)c1)[C@@]1(C(=O)OC)CCCC1=O (some centres not stated) do in these assays?
p53ts 39C kill: -2.8%[9.22 µM]; p53ts 32C kill: -3.2%[9.22 µM]

What do the screens show for `CC(=O)N1CCC2(CC1)CCN(c1ccncc1)CC2`?
p53ts 39C kill: -1.7%; IkB sig inh: 0.2%[11.4 µM]; p53ts 32C kill: -3.9%

How did O=C(CN1CCCCC1)Nc1nnc(-c2ccccc2)s1 do in these assays?
p53ts 39C kill: 0.5%; IkB sig inh: inconclusive; p53ts 32C kill: -3.8%; Peg3 imprint: -7.8%

Brought forward from above: 5 entries, then new ones.
How did Cc1ccc(CSC2=Nc3ccccc3C3=NC(CCC(=O)N4CCN(c5ccccc5)CC4)C(=O)N23)cc1 (configuration not stated) do in these assays?
p53ts 39C kill: -26.7%; IkB sig inh: inconclusive; p53ts 32C kill: -8.3%; Peg3 imprint: -12.2%[10.9 µM]

What do the screens show for `C[C@@H](C(=O)Nc1ccc2ccccc2c1)[C@H]1C[C@]1(C)[C@H](NC(=O)c1ccccc1)c1ccccc1`?
p53ts 39C kill: -14.1%; p53ts 32C kill: -5.0%; Peg3 imprint: -18.0%

How did COC(=O)NC(c1cccc(F)c1)[C@@]1(C(=O)OC)CCCC1=O (some centres not stated) do in these assays?
p53ts 39C kill: -2.8%[9.22 µM]; p53ts 32C kill: -3.2%[9.22 µM]

What do the screens show for `CC(=O)N1CCC2(CC1)CCN(c1ccncc1)CC2`?
p53ts 39C kill: -1.7%; IkB sig inh: 0.2%[11.4 µM]; p53ts 32C kill: -3.9%

How did O=C(CN1CCCCC1)Nc1nnc(-c2ccccc2)s1 do in these assays?
p53ts 39C kill: 0.5%; IkB sig inh: inconclusive; p53ts 32C kill: -3.8%; Peg3 imprint: -7.8%

How did CC(C)C[C@H](N)CSSC[C@@H](N)CC(C)C do in these assays?
p53ts 39C kill: -13.5%; IkB sig inh: 6.6%; p53ts 32C kill: -20.6%; Peg3 imprint: -54.1%[inhibitor]

How did CCC1CCCCN1S(=O)(=O)c1ccc(N2CCCCS2(=O)=O)cc1 (configuration not stated) do in these assays?
p53ts 39C kill: -10.4%; IkB sig inh: 1.9%; p53ts 32C kill: -7.6%; Peg3 imprint: -18.8%[10.9 µM]

What do the screens show for `CCOC(=O)c1oc2cccc(OCC(O)CNC(C)C)c2c1C` (configuration not stated)?
p53ts 39C kill: -29.4%; IkB sig inh: 0.5%; p53ts 32C kill: 16.0%; Peg3 imprint: -6.7%

What do the screens show for `CCOc1ccc(CCNC(=O)CSc2nnnn2-c2ccc(C)cc2C)cc1OCC`?
p53ts 39C kill: 1.6%; IkB sig inh: inconclusive; p53ts 32C kill: 2.7%; Peg3 imprint: -12.9%[10.9 µM]

How did COc1ccccc1N1C(=O)C2C3C=CC(C3)C2(C)C1=O (configuration not stated) do in these assays?
p53ts 39C kill: 4.6%; IkB sig inh: inconclusive; p53ts 32C kill: 5.8%; Peg3 imprint: 1.0%

How did CCOc1ccc(C(=O)NC2CCN(C(=O)Nc3ccccc3OC)CC2)cc1 do in these assays?
p53ts 39C kill: 11.8%; p53ts 32C kill: -0.3%

How did CCCc1cc(N2CCCC(C(=O)Nc3cc(Cl)ccc3OC)C2)n2ncnc2n1 (configuration not stated) do in these assays?
p53ts 39C kill: -6.6%; IkB sig inh: inconclusive; p53ts 32C kill: -2.0%; Peg3 imprint: -6.9%

What do the screens show for `Cc1ccc2occ(C(=O)c3ccco3)c(=O)c2c1`?
p53ts 39C kill: -8.6%; IkB sig inh: 1.0%; p53ts 32C kill: -10.4%; Peg3 imprint: -15.6%

How did Cc1ccc(N2C(=O)CSC2c2cccnc2)cc1F (configuration not stated) do in these assays?
p53ts 39C kill: -10.7%; IkB sig inh: 2.2%; p53ts 32C kill: -2.2%; Peg3 imprint: 7.1%

What do the screens show for `CCc1cc(C=NC2CCCCC2)c(O)s1`?
p53ts 39C kill: -8.6%; IkB sig inh: 0.1%; p53ts 32C kill: -20.4%; Peg3 imprint: -4.6%

What do the screens show for `Clc1ccc(N2CCN(Cc3nnc(-c4ccc5c(c4)OCO5)o3)CC2)cc1`?
p53ts 39C kill: -2.0%; IkB sig inh: inconclusive; p53ts 32C kill: 9.0%; Peg3 imprint: -2.3%[10.9 µM]

How did CCOC(=O)c1nnn(-c2nonc2N)c1COc1ccccc1 do in these assays?
p53ts 39C kill: 9.1%; IkB sig inh: -1.5%; p53ts 32C kill: 10.9%; Peg3 imprint: -3.8%

Results for COc1cc(CC(=O)NCc2ccc3c(c2)OCO3)cc(OC)c1OC ?
p53ts 39C kill: -1.4%; IkB sig inh: 0.0%; p53ts 32C kill: 0.8%; Peg3 imprint: -5.6%

Results for Cc1ccc(C)c(Cn2c3ccccc3c3cnn(CC(=O)NC4CCCCCC4)c(=O)c32)c1 ?
p53ts 39C kill: 1.6%; IkB sig inh: 5.8%; p53ts 32C kill: 3.5%; Peg3 imprint: 10.6%[10.9 µM]

Results for COc1cc(Cl)c(C)cc1NC(=O)c1c(C)oc2nc(C)nc(N3CCCC3)c12 ?
p53ts 39C kill: -14.8%; IkB sig inh: inconclusive; p53ts 32C kill: 10.6%; Peg3 imprint: -11.4%[10.9 µM]

Results for COc1ccc(CCC(=O)Nc2nc3c(s2)CN(C)CC3)cc1OC ?
p53ts 39C kill: -0.4%; IkB sig inh: 0.3%; p53ts 32C kill: 4.6%; Peg3 imprint: -1.4%

How did COc1ccc(CCNC(=O)CCS(=O)(=O)c2ccc3c(c2)CCN3C(C)=O)cc1OC do in these assays?
p53ts 39C kill: 1.2%; IkB sig inh: -0.7%; p53ts 32C kill: 7.2%; Peg3 imprint: -18.3%

What do the screens show for `O=C(Nc1nc(-c2ccccn2)cs1)c1ccc(S(=O)(=O)N2CCCCC2)cc1`?
p53ts 39C kill: -0.5%; IkB sig inh: inconclusive; p53ts 32C kill: 10.5%; Peg3 imprint: -18.3%

Results for O=C(NCCN1CCOCC1)c1csc2c1CCCCC2 ?
p53ts 39C kill: -12.4%; IkB sig inh: -0.9%; p53ts 32C kill: -1.6%; Peg3 imprint: -10.9%

How did CCOc1ccc(C(=O)c2cn(CC(=O)Nc3ccc(F)c(F)c3)c3cc4c(cc3c2=O)OCCO4)cc1 do in these assays?
p53ts 39C kill: -14.8%; IkB sig inh: inconclusive; p53ts 32C kill: 16.5%; Peg3 imprint: -16.7%[10.9 µM]

Results for COC(=O)C1C(O)=C(C(C)=N)C(=O)CC1(C)C (configuration not stated) ?
p53ts 39C kill: -3.8%; IkB sig inh: -0.3%; p53ts 32C kill: 2.9%; Peg3 imprint: -7.7%

What do the screens show for `O=C(Cn1ccc2cc(S(=O)(=O)N3CCCCC3)ccc21)NCc1cccc(Cl)c1`?
p53ts 39C kill: -27.1%; IkB sig inh: -1.0%; p53ts 32C kill: 2.2%; Peg3 imprint: inconclusive

Results for CSCCC(NC(=O)OCc1ccccc1)C(=O)O (configuration not stated) ?
p53ts 39C kill: 36.7%[activator]; p53ts 32C kill: -0.9%

How did CCCCN(C)Cc1c(C)[nH]c2c(Cl)cccc2c1=O do in these assays?
p53ts 39C kill: 10.8%; IkB sig inh: 0.4%; p53ts 32C kill: -24.2%; Peg3 imprint: -9.5%

Results for Cc1nc(C)c(NC(=O)N2CCc3ccccc32)cc1NC(=O)N1CCc2ccccc21 ?
p53ts 39C kill: -2.3%; IkB sig inh: 1.2%; p53ts 32C kill: 8.7%; Peg3 imprint: 2.1%

Results for COc1ccc(-c2coc3ccc(OC4OC(COC(C)=O)C(OC(C)=O)C(OC(C)=O)C4OC(C)=O)c(OC(C)=O)c3c2=O)cc1 (configuration not stated) ?
p53ts 39C kill: -8.2%; p53ts 32C kill: 0.1%; Peg3 imprint: -55.0%[inhibitor]

Results for CN1CCN(c2nc(-c3ccccc3)nc3c2oc2ccccc23)CC1 ?
p53ts 39C kill: -11.8%; IkB sig inh: -1.5%; p53ts 32C kill: -2.7%; Peg3 imprint: -10.8%

What do the screens show for `CNc1oc(Cc2cccc3ccccc23)nc1C#N`?
p53ts 39C kill: 5.8%; IkB sig inh: -1.6%; p53ts 32C kill: -0.8%; Peg3 imprint: -14.0%

Results for COc1ccc(C)cc1NC(=O)CCNS(=O)(=O)c1cccc2nonc12 ?
p53ts 39C kill: 1.3%; IkB sig inh: 1.0%; p53ts 32C kill: 6.9%; Peg3 imprint: -6.4%[10.9 µM]

Results for CCC(C)n1c(SC(C)C#N)nc2ccccc2c1=O (configuration not stated) ?
p53ts 39C kill: -5.3%; IkB sig inh: 0.0%; p53ts 32C kill: 7.5%; Peg3 imprint: -5.6%

How did O=C(O)CCC(C(=O)O)n1c(O)c(C2=c3ccccc3=NC2=O)sc1=S (configuration not stated) do in these assays?
p53ts 39C kill: 5.0%; IkB sig inh: 10.1%; p53ts 32C kill: -8.2%; Peg3 imprint: -9.5%

What do the screens show for `c1ccc(OCCSc2nc3ccccc3[nH]2)cc1`?
p53ts 39C kill: 0.2%; p53ts 32C kill: -22.8%

How did O=C(NC1CCCc2ccccc21)C1CCN(c2nnc(-n3cccc3)s2)CC1 (configuration not stated) do in these assays?
p53ts 39C kill: -15.5%; IkB sig inh: -2.9%; p53ts 32C kill: -16.6%; Peg3 imprint: -26.3%

How did CCCn1c(-c2ccccc2)nc2c(=O)n(C)c(=O)[nH]c21 do in these assays?
p53ts 39C kill: -3.3%; p53ts 32C kill: 3.7%

How did Cc1[nH]nc2c1C1(CCN(Cc3ccccc3)CC1)C(C#N)=C(N)O2 do in these assays?
p53ts 39C kill: 6.5%; IkB sig inh: -2.6%; p53ts 32C kill: -18.6%; Peg3 imprint: -13.1%

From PubChem
